From PubChem BioAssay
KB-V1 cytotox – kills drug-selected multidrug resistant KB-V1 cells; KB-V1 MDR cells viability, CellTiter-Glo, 72 h; Potency, µM (titrated, usually from 46.1 µM), for inactives: top-dose activity change, negative = cytotoxicity, actives largely listed as cytotoxic; hit rate 3.4% among 400,000; AID 1347076; note: potency is the fitted concentration of half-maximal effect; % is set by controls: 0 for no effect and ±100 for the full control effect; nearly all actives have a fitted effect of over 60% in size
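KB-V1, DMEM (no phenol red) + 10% FBS; cpd pin-transferred, titration series; 72 h, 37 degrees C; CellTiter-Glo, luminescence. Data normalized, curve-fit.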
IL1B secr inh – blocks inflammasome-driven IL-1 beta release. activity change, % at 57.5 µM. THP-1 LPS/ATP IL-1B secretion, AlphaLISA, 16 h; stronger effect = lower value. hit rate 4.7% among 360,000; in the data active = activity change below about -50%; inconclusive = mostly about -30% to -49%; note: % is set by controls: 0 for no effect and ±100 for the full control effect
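Secreted IL-1B measured by AlphaLISA bead assay after 16 h compound exposure of THP-1 cells; compounds (final up to 57.5 uM) added 1 h before LPS (250 ng/mL) and ATP (1.25 mM) stimulation; lower signal means less secretion.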
HT1080 IDH1KD tx – HT-1080 IDH1 knockdown cell toxicity (counter line); Potency, µM (doses to about 46.1 µM), without a hit: at the top dose activity, negative = toxicity, hits mostly cytotoxic; HT-1080 IDH1 knockdown viability, ATP luminescence, 48 h; hit rate 2% among 360,000;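 note: potency is the fitted concentration of half-maximal effect; 0% = DMSO wells and -100% = cell-free medium wells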
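IDH1KD HT-1080 cells, 750/well, RPMI + 5% FBS; compound pinned after 2 h settling; 48 h, 37 °C; CellTiter-Glo luminescence; % activity normalised to DMSO and no-cell wells; curves fitted, classed by r2 and efficacy.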
ATXN2 expr inh – ATXN2 expression inhibition. HEK-293 ATXN2-luciferase reporter, luminescence, 24 h. Potency, µM (highest dose often 57 µM), inactives show top-dose activity change, negative = inhibition, actives largely listed as inhibitors. hit rate 0.72% among 360,000. AID 1745845; note: potency is the fitted concentration of half-maximal effect; % is set by controls: 0 for no effect and ±100 for the full control effect; nearly all actives have a fitted effect of over 55% in size
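qHTS (up to 57 uM final) was run with 24 h compound exposure of reporter cells at 37 °C. Each well was multiplexed: SteadyGlo luminescence measured ATXN2-luciferase expression after a fluorogenic Gly-Phe-AFC viability readout (25 uM final).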
MCF10A rerep – DNA re-replication induction in MCF 10a cells | MCF 10A DNA re-replication, Hoechst nuclear intensity, 48 h | hit rate 2.9% among 350,000 | Potency, µM (top dose mostly 46.1 µM), inactives show at the top dose activity, positive = re-replication, most hits filed as activators; note: potency is the fitted concentration of half-maximal effect; % of control where 0% means no effect; nearly all actives have a fitted effect of over 50% in size
KB-3-1 cytotox – kills parental KB-3-1 adenocarcinoma cells; KB-3-1 viability, CellTiter-Glo ATP luminescence, 72 h; Potency, µM (titrated, usually from 46.1 µM), inactives show at the top dose activity change, negative = cytotoxic, hits mostly cytotoxic; hit rate 1.4% among 400,000; note: potency is the fitted concentration of half-maximal effect; % is set by controls: 0 for no effect and ±100 for the full control effect; nearly all actives have a fitted effect of over 60% in size
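Parental KB-3-1 viability, qHTS format: 72 h compound exposure, 37 °C; CellTiter-Glo; media-only wells and DMSO plates as controls; concentration-effect fits on corrected data.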
HT1080NT lethal – kills 2HG-producing HT-1080-NT fibrosarcoma cells; HT-1080-NT fibrosarcoma viability, CellTiter-Glo ATP luminescence, 48 h; Potency, µM (titrated, usually from 46.1 µM), without a hit: at the top dose activity, negative = less viability, usual class: cytotoxic; hit rate 1.6% among 360,000; AID 686970;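 note: NT is the 2HG producing partner of a matched IDH1 knockdown line; potency is the fitted concentration of half-maximal effect; 0% = DMSO-treated cells and -100% = media-only wells without cells; nearly all actives have a fitted effect of over 55% in size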
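750 cells/well, RPMI + 5% FBS; 2 h settle, compound pin-transfer, 48 h at 37 degrees C. CellTiter-Glo 10 min RT, luminescence. Normalized to DMSO and media-only wells.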
SW480 rereplic – induces DNA re-replication in SW480 colon adenocarcinoma cells; SW480 DNA re-replication, Hoechst DNA content imaging, 48 h; Potency, µM (doses to about 46.1 µM), for inactives: top-dose re-replication activation, most hits filed as activators; hit rate 1.8% among 340,000; AID 624297; note: potency is the fitted concentration of half-maximal effect; % of control where 0% means no effect; nearly all actives have a fitted effect of over 55% in size
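Per well, 250 cells were exposed to pinned compound for 48 hr. Nuclear DNA was visualised with Hoechst (40 min, 37 C) and total object intensity recorded by fluorescence scanning.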
WRN inhibitor – inhibitors of human WRN helicase. Q14191. WRN helicase unwinding, fluorescent forked duplex, kinetic. Potency, µM (series often up to 114 µM), for the others: top-dose activity change, negative = inhibition, hits mostly inhibitors. hit rate 0.46% among 360,000. AID 651768; note: potency is the fitted concentration of half-maximal effect; % is set by controls: 0 for no effect and ±100 for the full control effect; nearly all actives have a fitted effect of over 55% in size
Target sequence (Q14191 whole entry, looked up): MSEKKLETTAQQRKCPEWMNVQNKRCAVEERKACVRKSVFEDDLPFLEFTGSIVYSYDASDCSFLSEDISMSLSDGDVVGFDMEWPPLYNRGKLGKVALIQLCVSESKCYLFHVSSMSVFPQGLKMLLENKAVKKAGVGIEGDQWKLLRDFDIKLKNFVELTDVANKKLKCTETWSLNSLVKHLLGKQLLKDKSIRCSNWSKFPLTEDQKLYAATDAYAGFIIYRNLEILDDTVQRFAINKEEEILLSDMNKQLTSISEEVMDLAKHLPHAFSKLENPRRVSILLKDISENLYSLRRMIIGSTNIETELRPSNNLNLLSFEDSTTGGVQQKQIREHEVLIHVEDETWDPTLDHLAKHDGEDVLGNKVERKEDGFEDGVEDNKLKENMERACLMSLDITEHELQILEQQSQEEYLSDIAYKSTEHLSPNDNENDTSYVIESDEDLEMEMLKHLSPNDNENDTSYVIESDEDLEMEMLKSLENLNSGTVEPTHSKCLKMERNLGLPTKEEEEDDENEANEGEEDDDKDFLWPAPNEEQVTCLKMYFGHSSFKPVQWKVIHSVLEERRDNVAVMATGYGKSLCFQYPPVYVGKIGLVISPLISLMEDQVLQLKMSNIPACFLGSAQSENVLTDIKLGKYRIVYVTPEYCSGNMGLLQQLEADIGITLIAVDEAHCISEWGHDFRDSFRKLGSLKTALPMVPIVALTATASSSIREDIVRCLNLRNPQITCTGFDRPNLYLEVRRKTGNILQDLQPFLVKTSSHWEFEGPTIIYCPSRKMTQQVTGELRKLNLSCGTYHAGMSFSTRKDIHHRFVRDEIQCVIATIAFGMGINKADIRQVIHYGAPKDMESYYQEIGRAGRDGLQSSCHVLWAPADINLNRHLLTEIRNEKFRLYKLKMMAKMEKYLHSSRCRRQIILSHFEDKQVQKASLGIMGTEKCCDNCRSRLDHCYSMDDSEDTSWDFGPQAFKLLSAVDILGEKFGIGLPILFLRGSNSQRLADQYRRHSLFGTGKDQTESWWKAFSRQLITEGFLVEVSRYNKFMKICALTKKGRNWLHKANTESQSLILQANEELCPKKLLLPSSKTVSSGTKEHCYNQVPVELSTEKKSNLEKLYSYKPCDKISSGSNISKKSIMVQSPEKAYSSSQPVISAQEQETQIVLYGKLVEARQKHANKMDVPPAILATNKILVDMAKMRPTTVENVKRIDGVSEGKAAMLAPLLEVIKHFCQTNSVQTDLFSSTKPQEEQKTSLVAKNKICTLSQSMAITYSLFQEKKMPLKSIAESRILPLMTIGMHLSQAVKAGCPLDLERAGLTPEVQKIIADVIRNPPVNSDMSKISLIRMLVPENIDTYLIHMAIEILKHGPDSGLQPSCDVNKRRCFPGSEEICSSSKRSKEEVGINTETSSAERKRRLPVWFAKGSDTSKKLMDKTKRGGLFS
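Enzyme (20 nM final) and test compound sit together 15 min at room temperature before substrate addition. Substrate is a single-forked duplex oligonucleotide (100 nM) labelled with fluorophore and quencher, with 2 mM ATP; helicase unwinding raises red fluorescence, read kinetically.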
* marks the source's active call; other numbers are inactive results; ? = inconclusive; / = not tested or not shown; [ ] = another dose, or the depositor's remark. Unless noted, calls come from the whole dose curve; as a rule, active = well fitted curve in the direction sought with a large enough effect; inconclusive = small, poorly fitted or top-dose-only effect, or another doubt; inactive = no such curve, though single readings can be large; an effect the other way counts as inactive or inconclusive.

compound	KB-V1 cytotox	IL1B secr inh	HT1080 IDH1KD tx	ATXN2 expr inh	MCF10A rerep	KB-3-1 cytotox	HT1080NT lethal	SW480 rereplic	WRN inhibitor
Cc1cc(=O)[nH]c(SCC(=O)N2c3ccccc3CC2C)n1 (centres undefined)	0%	5	0%	0%	1%	-5%	12%	1%	-3%
Cc1ccc(CNc2cccnc2)cc1	0%	-30	-4%	/	-3%	2%	-1%	-9%	-3%
CC(C)OCCCn1c(SCC(=O)N2CCCC2=O)nc2ccccc2c1=O	2%	-2	2%	-3%	-2%	-2%	12%	2%	-1%
COc1ccc(/C=N/NC(=O)c2ccc(CSc3nc(C)cc(C)n3)cc2)c(OC)c1OC	?	12	?	2%	?	?	?	?	-7%
CC[C@@]12C(=O)N(c3ccc(OC)cc3)C(=O)N1[C@H](c1ccc(Cl)cc1)[C@@H]1C(=O)N(C3CCCCC3)C(=O)[C@@H]12	-8%	?	5%	-5%	1%	-26%	5%	-2%	0%
CC(=O)N(Cc1ccc(Cl)cc1)c1cnccn1	-19%	16	-7%	-19%	-5%	-1%	-4%	-1%	-4%
Cc1cccc2cc(C(c3nnnn3C(C)(C)C)N(Cc3ccco3)CC3CCCO3)c(=O)[nH]c12 (centres undefined)	-18%	?	-5%	0%	0%	0%	0%	-1%	1.7µM*
O=C(O)c1ccc2oc(=O)c(S(=O)(=O)c3ccccc3)cc2c1	?	0	10%	17%	-10%	-10%	-1%	-8%	0%
Cc1ccc(C)c(NC(=O)/C(C#N)=C/c2ccc[nH]2)c1	0%	-1	-16%	1%	?	18%	-16%	?	7%
Oc1cccc(NC(=S)N=Nc2c(O)[nH]c3ccc(Br)cc23)c1	-24%	-5	21µM*	-25%	-21%	?	?	-9%	-25%
COc1ccccc1-c1cn(CC[C@@H]2CC[C@H](NC(=O)C3CCC3)[C@@H](CO)O2)nn1	-18%	25	12%	/	/	5%	-4%	/	-7%
CC(=O)NCCNc1nc2cc(-c3cccc(Cl)c3)sc2c(=O)n1C	-5%	-13	-15%	?	/	-2%	-5%	/	6%
O=C(COC(=O)CNC(=O)c1ccco1)Nc1ccc(Cl)cn1	5%	-9	12%	-14%	-1%	7%	20%	3%	-8%
CN(C)C(CNC(=O)c1coc2ccccc2c1=O)c1ccccc1 (centres undefined)	0%	26	?	3%	-2%	-2%	?	13%	-3%
CN(CC(=O)Nc1cccc(F)c1)C(=O)c1cc(=O)[nH]c2ccccc12	-11%	-16	0%	-1%	8%	16%	-4%	3%	-6%

The last 6 records of the part above open the next one:
compound	KB-V1 cytotox	IL1B secr inh	HT1080 IDH1KD tx	ATXN2 expr inh	MCF10A rerep	KB-3-1 cytotox	HT1080NT lethal	SW480 rereplic	WRN inhibitor
Oc1cccc(NC(=S)N=Nc2c(O)[nH]c3ccc(Br)cc23)c1	-24%	-5	21µM*	-25%	-21%	?	?	-9%	-25%
COc1ccccc1-c1cn(CC[C@@H]2CC[C@H](NC(=O)C3CCC3)[C@@H](CO)O2)nn1	-18%	25	12%	/	/	5%	-4%	/	-7%
CC(=O)NCCNc1nc2cc(-c3cccc(Cl)c3)sc2c(=O)n1C	-5%	-13	-15%	?	/	-2%	-5%	/	6%
O=C(COC(=O)CNC(=O)c1ccco1)Nc1ccc(Cl)cn1	5%	-9	12%	-14%	-1%	7%	20%	3%	-8%
CN(C)C(CNC(=O)c1coc2ccccc2c1=O)c1ccccc1 (centres undefined)	0%	26	?	3%	-2%	-2%	?	13%	-3%
CN(CC(=O)Nc1cccc(F)c1)C(=O)c1cc(=O)[nH]c2ccccc12	-11%	-16	0%	-1%	8%	16%	-4%	3%	-6%
Cn1nc(C(=O)NCC(=O)Nc2ccc(F)c(F)c2)ccc1=O	1%	16	-3%	/	/	1%	-2%	/	6%
COc1cc(C(=O)Nc2oc(-c3ccccc3)c(-c3ccccc3)c2C#N)cc(OC)c1OC	?	9	-4%	5%	12%	?	-13%	-1%	-15%
CC(/C=C/c1ccc(O)cc1)=N/O	-11%	-24	-5%	-2%	9%	-22%	-2%	?	7%
O=C1CSC(=S)N1c1ccccc1	-28%	-6	6%	4%	1%	3%	7%	-5%	1%
Cn1c(Cn2c(=O)sc3ccccc32)nnc1SCC(=O)NC1CCCC1	5%	-15	1%	-5%	0%	-1%	16%	-2%	3%
Cc1ccc(S(=O)(=O)N2CCOC2CNC(=O)C(=O)NCCN(C)C)cc1 (centres undefined)	?	0	4%	2%	0%	-10%	11%	-3%	0%
Cn1c(SCC(=O)N2CCCCC2)nc2cccnc21	1%	-11	-4%	19%	-4%	5%	-2%	-8%	1%
O=C(CN1CCN(c2ccc(F)cc2)CC1)Nc1cccnc1Cl	-13%	-15	1%	-6%	-5%	-1%	0%	?	-3%
COc1ccc(C(=O)Nc2nc(-c3ccccc3)c(C(C)=O)s2)c(OC)c1	-6%	26	4%	33%[activator]	25%	-3%	-7%	-1%	-9%
Cc1[nH][nH]c(=O)c1C(c1ccc([N+](=O)[O-])cc1)c1c(C)[nH][nH]c1=O	-7%	-2	-8%	/	0%	-7%	-7%	1%	-3%
CC(C)C(=O)N1CCC1(C)C(=O)Nc1ccc(-n2cncn2)cc1 (centres undefined)	10%	15	-2%	14%	/	0%	0%	/	1%
O=C(Cn1nc(-c2ccccc2F)ccc1=O)Nc1ccc(S(=O)(=O)N2CCCCCC2)cc1	13µM*	-2	-10%	-23%	22%	-9%	1%	15µM*	7%
O=C1c2nc3cc(-c4ccco4)[nH]n3c(=O)c2CN1Cc1ccccc1	-11%	-5	16%	-3%	3%	4%	20%	-25%	?
COc1ccc(N2CCN(Cc3nc4scc(-c5ccccc5)c4c(=O)[nH]3)CC2)cc1	2%	18	-2%	-14%	23%	0%	-1%	-1%	-9%
COC(=O)[C@H](CCSC)NC(=O)Cn1cnc2c(SC)nc(N)nc21	16%	37	8%	6%	-9%	14%	3%	?	2%

Next structures
compound	KB-V1 cytotox	IL1B secr inh	HT1080 IDH1KD tx	ATXN2 expr inh	MCF10A rerep	KB-3-1 cytotox	HT1080NT lethal	SW480 rereplic	WRN inhibitor
O=C(NCc1cccs1)C1CCN(S(=O)(=O)c2cccs2)CC1	5%	15	2%	8%	0%	?	0%	9%	-12%
Cc1ccc(/C=[N+](\[O-])c2ccccc2C)o1	-2%	0	2%	/	1%	1%	-1%	1%	-3%
Cc1cc(C)c2c(c1)N[C@H](c1cccs1)[C@@H]1CCO[C@H]21	10%	-15	9%	6%	?	?	9%	-8%	-3%
CCC(C)C(NC(N)=O)C(=O)Nc1ccc(OCc2ccccc2)cc1 (centres undefined)	13%	-5	2%	2%	-1%	-23%	-2%	-1%	3%
CS(=O)(=O)c1ccc(Cl)c(NC(=O)COc2ccc3c(c2)CCC3)c1	-18%	8	-29%	-17%	2%	-9%	-26%	0%	6%
Cc1cccc(C2CC3(CC(C)(C)NC(=S)N3)Oc3cc(O)ccc32)c1 (centres undefined)	2%	-73*	-12%	?	12%	-20%	-7%	1%	-11%
CN1OC[C@@H]2CN(S(=O)(=O)c3cccc(C(F)(F)F)c3)[C@H](c3ccc(-c4cc5ccccc5o4)cc3)C[C@@H]21	-10%	-1	2%	-39%	/	-7%	1%	/	-10%
COC(=O)c1ccc(OCC(O)CN2CCOCC2)cc1 (centres undefined)	?	-7	-1%	/	3%	-1%	-1%	-6%	6%
CCOC(=O)[C@]12CCCC=C1N(CCC1=CCCCC1)C(=O)[C@H](CC(=O)NCc1ccccc1)C2	?	-8	?	/	/	-25%	?	/	0%
COc1ccc(CC(=O)NNC(=O)c2ccco2)cc1OC	-5%	-4	0%	-7%	-12%	-3%	-1%	?	4%[57.1 µM]
CC(=O)Nc1ccccc1O	6%	-11	12%	1%	1%	0%	-24%	-4%	1%
CN(Cc1cnn(C)c1)C(=O)c1cc(COc2c(F)cccc2F)on1	-20%	0	2%	-14%	-5%	9%	7%	-29%	-8%
Cc1ccc(F)cc1NC(=O)CSCc1nc2sc(C)c(C)c2c(=O)[nH]1	-3%	-6	1%	0%	12%	0%	-1%	-17%	-11%
Cc1ccc(CN2CCN(Cc3ccc(OC(C)C)cc3)CC2CCO)o1 (centres undefined)	-19%	0	0%	-11%	?	-5%	9%	-12%	8%
COc1cc2cc(C(=O)O)n(C)c2c(OC)c1OC	-13%	0	13%	2%	4%	-1%	15%	-8%	6%
O=C(CC[C@H]1O[C@@H](n2ccc(=O)[nH]c2=O)[C@H](O)[C@@H]1O)NCc1ccco1	13%	20	22%	11%	/	0%	20%	/	6%
O=C1CCCCC1C(O)(C(=O)c1ccccc1)c1ccccc1 (centres undefined)	-7%	-23	-28%	/	/	-1%	-16%	/	0%
